# SR-BI DiI inh: inhibitors of mouse SR-BI mediated HDL lipid uptake; inhibition, % at 12.5 µM; hit rate 0.96% among 320,000; ldlA[mSR-BI] CHO cells, DiI-HDL uptake fluorescence, 3 h; Q61009;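 active means mean replicate inhibition of at least 70% and a set share of replicates each scoring 70 or more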;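 further: 0% = median of neutral control wells and 100% = median of positive control wells; values of inactives mirror those of a sister screen read the other way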
# Arrestin-AP2 inh: blocks beta-arrestin peptide binding to AP2 adaptin | FITC-arrestin peptide / GST-AP2 beads, flow cytometry; AP2 beta2 appendage carries R879A mutation | inhibition, % at 10 µM | hit rate 0.31% among 340,000 | AID 504490;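 active means inhibition above a set limit, near 3 SD of compounds lacking own fluorescence, cut at about 54% in these data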;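 further: plate controls were DMSO wells for no effect and 5 µM unlabelled arrestin peptide for full effect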
#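 System: GST-AP2 R879A glutathione beads; medium: PBS, Tween 20 0.05%, BSA 0.1%; reagent: fluorescein-tagged arrestin peptide at 50 nM final; schedule: pre-incubation 12 min, peptide binding 1 h, room temperature; detection: flow cytometry, FL1 (488/535 nm); read-out: inhibition as reduced fluorescein signal on beads, percent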
# CDK5 p35 inh: CDK5/p35 (human) kinase inhibition; Q00535+Q15078; Recombinant CDK5/p35, ADP-Glo luminescence, 60 min; AID 488839; hit rate 0.01% among 330,000; inhibition, % at 10 µM;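 active means highest replicate inhibition of at least 50% and at least 75% of replicates reaching 50%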;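 further: plate controls were DMSO neutral control for no effect and GW8510 at 10 µM for full effect; many of its hits are not listed in these tables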
# PKA-R1A act: activates the PKA-R1A holoenzyme complex. activation, % at 11.4 µM. PKA-R1A dissociation, Cy5-IP20 fluorescence polarization; scaled: DMSO 0%, 113 µM cGMP 100%. hit rate 0.083% among 340,000. P00514+P68181;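 active means percent activation above the mean of all tested compounds plus 3 SD, cut at about 19% in these data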;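 further: higher means more PKAc released from R1A so a rise in polarization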
# PKA-R2B activ: PKA-R2B complex activation; P22694+P31323; PKA-R2B holoenzyme dissociation, Cy5-IP20 fluorescence polarization; R2B truncated from residue 108, S112A mutant; 0% DMSO only, 100% 113 µM cGMP; activation, % at 11.4 µM; hit rate 0.079% among 340,000; AID 504700;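 active means activation above a cutoff set at the mean over all compounds plus 3 SD, cut at about 18% in these data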;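 further: higher means more holoenzyme dissociation and a rise in polarization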
# NSD2 inh: inhibitors of human histone methyltransferase NSD2; inhibition, % at 12.5 µM; hit rate 0.54% among 310,000; NSD2 peptide methylation, AlphaScreen, 120 min; in the data active means inhibition above about 50%
# Pemphigus Ab inh: blocks pemphigus antibody binding to human desmoglein-3. P32926. DSG3-coupled beads, scFv-anti-DSG3-GFP binding, flow cytometry; stronger effect = lower value. binding (percent of control), % at 10 µM. hit rate 0.48% among 310,000. AID 588358;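 active means binding more than 3 SD below its plate's average and above zero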; further: some compounds called inactive have numbers as strong as hits
# Target sequence (P32926 whole entry, looked up): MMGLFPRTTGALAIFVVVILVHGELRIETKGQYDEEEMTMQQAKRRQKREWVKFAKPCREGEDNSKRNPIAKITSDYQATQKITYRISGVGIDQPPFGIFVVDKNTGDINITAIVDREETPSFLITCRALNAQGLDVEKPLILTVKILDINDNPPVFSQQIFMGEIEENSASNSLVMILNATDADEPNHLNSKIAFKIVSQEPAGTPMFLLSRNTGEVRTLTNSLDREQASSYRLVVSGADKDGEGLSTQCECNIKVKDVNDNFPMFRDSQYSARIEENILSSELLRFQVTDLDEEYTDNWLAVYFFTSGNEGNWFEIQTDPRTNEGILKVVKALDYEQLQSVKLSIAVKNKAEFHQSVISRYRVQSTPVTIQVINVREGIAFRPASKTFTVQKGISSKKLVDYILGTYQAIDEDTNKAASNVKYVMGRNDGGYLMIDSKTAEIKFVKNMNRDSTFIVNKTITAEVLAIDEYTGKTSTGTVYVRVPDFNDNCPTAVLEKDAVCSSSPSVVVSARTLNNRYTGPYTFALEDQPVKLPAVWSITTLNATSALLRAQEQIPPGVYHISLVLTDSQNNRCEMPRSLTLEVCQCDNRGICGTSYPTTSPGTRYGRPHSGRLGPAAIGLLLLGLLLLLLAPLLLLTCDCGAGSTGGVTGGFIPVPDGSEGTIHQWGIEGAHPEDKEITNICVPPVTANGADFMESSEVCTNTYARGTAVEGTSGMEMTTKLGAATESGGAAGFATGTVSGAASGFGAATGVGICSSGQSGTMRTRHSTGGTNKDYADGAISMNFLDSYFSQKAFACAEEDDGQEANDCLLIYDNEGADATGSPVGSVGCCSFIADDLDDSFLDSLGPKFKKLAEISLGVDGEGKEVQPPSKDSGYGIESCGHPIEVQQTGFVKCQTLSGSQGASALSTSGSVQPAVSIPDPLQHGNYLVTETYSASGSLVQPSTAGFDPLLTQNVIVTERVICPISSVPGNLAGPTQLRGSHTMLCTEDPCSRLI
# SUMO Mot1 rescue: blocks SUMOylation pathway, rescuing yeast Mot1-301 growth; growth rescue, % at 18.8 µM; S. cerevisiae Mot1-301 growth rescue, ATP luminescence, 38.5C; percent above DMSO median, 100 means doubled; hit rate 1% among 320,000; AID 2716;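 active means every valid replicate shows activation above 250% relative to neutral control wells; inactive means the rest, any valid replicate at or below 250%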;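 further: OY570 slx delta 5 strain wells were the positive control but not used for scaling; some compounds called inactive have numbers as strong as hits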
# SR-BI DiI-HDL act: SR-BI HDL lipid transfer activation; hit rate 0.096% among 320,000; activation, % at 12.5 µM; CHO ldlA[mSR-BI] cells, DiI-HDL uptake fluorescence, 3 h; 100 = double the neutral-control signal;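 active means mean replicate activation of at least 60% and every replicate at or above 60%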;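 further: 0% = median plate neutral-control signal and 100% = twice that signal; values of inactives mirror those of a sister screen read the other way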
#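 Test system: SR-BI-overexpressing, LDLR-lacking CHO cells. Measured by: DiI fluorescence, bottom read. Medium: Ham's F12 with 0.5% BSA, HEPES 25 mM, pH 7.4. Timing: 3 h uptake period with compound, 37 °C.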
# MITF act: MITF TRPM1 promoter activation in melanoma cells; hit rate 0.75% among 300,000; SK-MEL-5 TRPM1-promoter luciferase, 24 h; % of positive control, neutral wells = 0; activation, % at 12.5 µM;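 active means mean activation of at least 80% with every replicate also reaching 80%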;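 further: 0% = neutral control wells and 100% = parthenolide positive control wells; values of inactives mirror those of a sister screen read the other way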
# dFosB act: mouse delta FosB homodimer activation; P13346; hit rate 0.99% among 340,000; purified delta FosB, TAMRA-CDK5 oligo fluorescence polarization; percent of positive-control signal above neutral wells; activation, % at 25 µM;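 active means mean activation above about 17%, with every replicate also reaching it, limit read from the data, passing the limit was not always enough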;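 further: fluorescence polarization rise as delta FosB binds a TAMRA Cdk5 AP-1 oligo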
# * hit, by the source's call; · = not tested or not shown.
SMILES,SR-BI DiI inh,Arrestin-AP2 inh,CDK5 p35 inh,PKA-R1A act,PKA-R2B activ,NSD2 inh,Pemphigus Ab inh,SUMO Mot1 rescue,SR-BI DiI-HDL act,MITF act,dFosB act
Cc1ccccc1CN1C[C@@H]2C[C@@H](c3cn[nH]c3-c3ccccc3)N3CCC[C@@]23C1=O,-27,-3,-0.3,8,-3,0,99,-5,27,0,-8
N#Cc1cc(NCC2CCCO2)c([N+](=O)[O-])cc1C#N (configuration not stated),4,-22,0.0,0,-5,5,102,9,-4,-10,6
O=C(NC1CCCC1)C(c1ccc(F)cc1)N(C(=O)c1csnn1)c1ccccc1 (configuration not stated),-31,39,0.6,-11,3,0,96,-7,31,2,1
Cc1ccccc1OCC(=O)Nc1ccc(N2CCN(S(C)(=O)=O)CC2)cc1,20,-8,-0.1,-2,-4,-1,·,72,-20,1,-6
CCC(C)NCCOCCOc1ccc(C)cc1Br (configuration not stated),5,32,2.0,-7,2,5,104,123,-5,2,-1
O=C(c1ccc2c(c1)OCCO2)C1CCN(C(=O)Nc2ccc(F)cc2)CC1,·,1,0.0,-3,-12,-2,97,12,·,-6,-13
Cn1c(=O)[nH]c(=O)c2c1nc(N1CCCCC1)n2CCCSc1nnnn1-c1ccccc1,-18,6,-0.4,-11,2,14,107,6,18,-2,-9
COCCn1c(=N)c(S(=O)(=O)c2ccc(F)cc2)cc2c(=O)n3ccccc3nc21,-31,-3,-2.1,-5,6,-3,·,156,31,12,-3
O=C(NCc1cccc(C(F)(F)F)c1)C1CCCN(c2cnccn2)C1 (configuration not stated),-4,18,0.5,0,-7,0,91,2,4,5,-5
CCCc1nc(SCC(=O)Nc2nnc(CC)s2)c2c(=O)n(C)c(=O)n(C)c2n1,7,-2,1.2,-7,3,-3,111,1,-7,-16,-1
O=C(Nc1ccnn1C1CCN(C(=O)c2ccc(Cl)cc2)CC1)C1CC1,-2,3,1.3,-6,-8,38,102,-1,2,-1,2
O=C(CSc1ccc(-c2ccc(F)cc2)nn1)N1CCOCC1,-14,40,3.8,-5,-4,25,100,-18,14,27,2

# 3 entries picked at random from the list so far:
SMILES,SR-BI DiI inh,Arrestin-AP2 inh,CDK5 p35 inh,PKA-R1A act,PKA-R2B activ,NSD2 inh,Pemphigus Ab inh,SUMO Mot1 rescue,SR-BI DiI-HDL act,MITF act,dFosB act
Cc1ccccc1OCC(=O)Nc1ccc(N2CCN(S(C)(=O)=O)CC2)cc1,20,-8,-0.1,-2,-4,-1,·,72,-20,1,-6
Cn1c(=O)[nH]c(=O)c2c1nc(N1CCCCC1)n2CCCSc1nnnn1-c1ccccc1,-18,6,-0.4,-11,2,14,107,6,18,-2,-9
O=C(NC1CCCC1)C(c1ccc(F)cc1)N(C(=O)c1csnn1)c1ccccc1 (configuration not stated),-31,39,0.6,-11,3,0,96,-7,31,2,1

# The list continues:
SMILES,SR-BI DiI inh,Arrestin-AP2 inh,CDK5 p35 inh,PKA-R1A act,PKA-R2B activ,NSD2 inh,Pemphigus Ab inh,SUMO Mot1 rescue,SR-BI DiI-HDL act,MITF act,dFosB act
CCOC(=O)C1CCN(C(=S)Nc2ccc(CC)cc2)CC1,-8,18,-1.0,-6,-5,-1,96,·,8,11,-6
O=C(CCN1C(=O)c2ccccc2S1(=O)=O)Nc1ccc(Cl)cc1,0,13,3.3,2,-11,-2,·,-3,0,17,-3
COc1ccc(OC)c(NC(=O)CN2C(=O)COc3ccc(C)cc32)c1,20,9,-0.7,-1,6,1,119,-13,-20,·,-8
COc1ccc(C)cc1NC(=O)C(OC(=O)c1cccc(S(=O)(=O)N(C)c2ccccc2)c1)c1ccccc1 (configuration not stated),-15,1,0.5,-22,-13,22,97,-9,15,7,-8
O=C(c1ccc(Cl)cc1)N1CCCC(C(=O)N2CCCCC2)C1 (configuration not stated),-7,7,1.1,-2,-5,-3,·,-6,7,2,-2
Fc1ccc(CSc2nc3ncccc3[nH]2)cc1,6,18,0.5,-13,-11,-1,·,-5,-6,75,5
Cn1c(C(=O)NCCCN2CCCCC2)cc2sccc21,-24,10,-1.9,-3,-1,10,100,8,24,-4,-1
CC1(C)OC(=O)N(CC(=O)Nc2cccc(C(F)(F)F)c2)C1(C)O (configuration not stated),-6,0,0.0,-11,-7,-1,113,25,6,3,-4
Cn1cc(/C=N\NC(=O)c2cccs2)c2ccccc21,34,4,-1.0,-10,-8,-1,92,-21,-34,37,-7
COc1ccc(C(=O)NNC(=O)CSc2nnc(COc3ccccc3OC)n2C)cc1,43,-3,0.8,-2,-4,-1,107,3,-43,-2,-1
Cc1n[nH]c(=O)nc1NCCN(C)C,-9,3,-0.7,0,6,3,112,-13,9,-8,2
CN(C)c1ccc(N=Cc2nc(-c3ccccc3)oc2OC(=O)c2cccc(Br)c2)cc1,4,36,·,-3,4,1,96,61,-4,68,-4
CCOC(=O)c1c(NC(=O)Cn2nc(C(F)F)cc2C(F)F)sc(C)c1C,26,-8,1.2,-12,-1,4,72,-15,-26,-3,-6
CN(C)c1cc[n+](CC(=O)Nc2ccc(Cl)cc2)cc1,20,7,15,-6,6,0,105,-6,-20,·,-7
Cc1ccc(C)c(N2CCN(C(=O)c3ccc(NC4=NC5CS(=O)(=O)CC5S4)cc3)CC2)c1 (configuration not stated),·,-9,0.8,-11,-7,·,97,1,·,·,-2
CCOc1ccc(NC(=O)COc2ccc3c(c2)CCC3)cc1OC,-11,26,0.5,5,-1,0,99,-2,11,19,-6
Cc1ccnc(NC(=O)c2ccc3c(c2)NC(=O)C(C)S3)c1 (configuration not stated),18,-19,0.9,-11,-4,-1,102,1,-18,42,-6
Cc1c(C(=O)NCCSCc2c(Cl)cccc2Cl)cccc1[N+](=O)[O-],·,30,0.8,-8,-4,-2,·,265,·,·,-3
COc1ccc(N2C(=O)C3C(C2=O)C2C=CC3C23CC3)c(OC)c1 (configuration not stated),-15,-2,-0.2,-4,-5,19,105,-15,15,0,-6
Cc1ccc(-n2c(C)nc3c(cnn3-c3ccc(F)cc3)c2=O)cc1C,31,5,1.0,0,-5,-1,106,174,-31,·,-16
O=C(c1cccs1)N1CCN(c2ncc(Br)cn2)CC1,-1,18,2.2,-14,3,-1,108,-4,1,·,-2
CN(CC(=O)Nc1cccc(F)c1)C(=O)c1ccccc1OCCOc1ccccc1,27,3,-1.5,-7,4,-2,100,-2,-27,-3,-3
CCOc1ccc(CNS(=O)(=O)c2c(C(=O)N3CCCC3)c(C)n(C)c2C)cc1OC,2,17,1.4,6,-2,-1,101,2,-2,-6,-7
CN(C)C(CNC(=S)Nc1cccc(Cl)c1)c1ccccc1 (configuration not stated),-8,8,1.6,-8,2,3,104,·,8,-10,-6

# 3 compounds from above, ordered by formula weight, highest first.
SMILES,SR-BI DiI inh,Arrestin-AP2 inh,CDK5 p35 inh,PKA-R1A act,PKA-R2B activ,NSD2 inh,Pemphigus Ab inh,SUMO Mot1 rescue,SR-BI DiI-HDL act,MITF act,dFosB act
Cc1ccc(C)c(N2CCN(C(=O)c3ccc(NC4=NC5CS(=O)(=O)CC5S4)cc3)CC2)c1 (configuration not stated),·,-9,0.8,-11,-7,·,97,1,·,·,-2
O=C(c1cccs1)N1CCN(c2ncc(Br)cn2)CC1,-1,18,2.2,-14,3,-1,108,-4,1,·,-2
Cc1ccnc(NC(=O)c2ccc3c(c2)NC(=O)C(C)S3)c1 (configuration not stated),18,-19,0.9,-11,-4,-1,102,1,-18,42,-6

# Remaining list, next part.
SMILES,SR-BI DiI inh,Arrestin-AP2 inh,CDK5 p35 inh,PKA-R1A act,PKA-R2B activ,NSD2 inh,Pemphigus Ab inh,SUMO Mot1 rescue,SR-BI DiI-HDL act,MITF act,dFosB act
OC1CCNC(=S)N1c1ccccc1 (configuration not stated),-26,12,1.7,-1,-1,4,105,-30,26,5,14
O=S(=O)(N1CCCCC1)N1CCN(c2ccccc2F)CC1,-12,-14,0.0,-17,-10,-1,·,-3,12,9,-13
COc1ccc(CC(=O)Nc2ccc(-c3nc4cc(C)ccc4o3)c(O)c2)cc1OC,60,0,0.2,0,5,·,·,20,-60,25,8
O=C(NNc1c2ccccc2nc2ccccc12)c1cccc(O)c1,34,7,2.8,-5,-13,11,·,1,-34,-7,-5
CCOC(=O)C(C)Oc1cccc2c(=O)n(CC(=O)NCc3ccco3)ccc12 (configuration not stated),23,19,-0.6,8,-12,·,104,-2,-23,-19,8
CCOc1ccc(C2=NNC(c3cccnc3)=Nc3ccc(OC)cc32)cc1,1,1,1.7,0,-4,0,99,0,-1,8,-1
CC1(C)OC1COc1c2ccoc2cc2oc(=O)ccc12 (configuration not stated),9,21,0.1,11,0,1,95,-2,-9,-1,-7
Cc1cc2nn(-c3cccc4ccccc34)nc2cc1NC(=O)c1cccs1,49,8,-1.3,-11,4,126*,98,9,-49,·,-4
COc1ccc(OC)c(C2=NOC(C(=O)N3CCCc4ccccc43)C2)c1 (configuration not stated),52,21,0.9,-8,-1,3,·,1,-52,·,-7
O=C(NCc1cccnc1)C1CC(c2ccc(F)cc2)=NO1 (configuration not stated),-26,2,0.0,6,10,·,104,-8,26,5,2
COc1cccc(NC(=O)CCc2nc(-c3ccccc3F)no2)c1,10,1,-0.7,4,-8,-4,101,-19,-10,3,-4
CCc1cccc(C)c1NC(=O)N(C)C1CCCCC1,-8,-7,0.5,-1,-1,-1,118,4,8,-4,0
COc1ccc(OC)c(C2C(C(=O)c3ccco3)=C(O)C(=O)N2CC2CCCO2)c1 (configuration not stated),-5,-1,-1.2,9,-4,-5,104,-3,5,-2,-3

# Compound activity as filed in PubChem.
